Source: PubChem
mHTT-CaM PPI inh – inhibitors of human mutant huntingtin-calmodulin interaction; P42858; AlphaScreen His-mHTT/GST-CaM binding, luminescence; inhibition, % at 15 µM; 190,000 compounds, 3.6% hits; AID 1671202;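 note: 0% = both proteins with DMSO and 100% = one protein alone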
Pf apPOL inh – Pf-apPOL DNA polymerase inhibition. 210,000 compounds, 0.25% hits. Recombinant Pf-apPOL, molecular beacon fluorescence, 1.5 h. inhibition, % at 10 µM
* = called active by the depositor; i = inactive; · = no result given; & = joins results of further samples. Cut-off read from the data, not from the text of the source: active = inhibition above about 50%; inactive = the rest.

SMILES	mHTT-CaM PPI inh	Pf apPOL inh
Cc1ccc(NC(=O)Cn2cc3c(n2)CCCCC3)cc1	-3	-2
O=C(Nc1ccc2c(c1)OCCO2)C1CCCN(Cc2nc(-c3ccncc3)no2)C1 (stereo not drawn)	3	-11
COc1ccc(C(=O)N(O)c2ccccc2)cc1	·	3
CC1(C)C(=O)OC(c2ccc([N+](=O)[O-])cc2)C(C)(C)C1=O (stereo not drawn)	4	7
Cc1ccc(C2=NN(CCC(=O)NC3CCCC(C)C3C)C(=O)CC2)cc1 (stereo not drawn)	33	-17
O=C(Nc1ccccc1Br)c1c(O)c2cccc3c2n(c1=O)CC3	2	-4
CC1=CC(=O)C(C(C)C)=C/C1=N\OC(=O)c1cccc(F)c1	i	-4
NS(=O)(=O)c1ccc(NC(=O)C2Oc3ccccc3NC2=O)cc1 (stereo not drawn)	32	-5
CCc1ccc(OCCCC(=O)Nc2cc([N+](=O)[O-])ccc2C)cc1	1	-5
O=C(N=c1sccn1Cc1ccccc1C(=O)N1CCCC1)c1ccc(F)cc1	2	-15
COc1cccc(CNC(=O)c2ccc3c(c2)NC(=O)C(N2CCCC2)S3)c1 (stereo not drawn)	13	-13
O=C(c1ccn2c(-c3ccccc3)nnc2c1)N1CCN(c2ccc(Cl)cc2)CC1	7	-5
O=C(Nc1ccc(Oc2cccc(C(F)(F)F)c2)nc1)c1ccc2c(c1)CCO2	·	0
Cn1c(CSc2nncc3ccccc23)nc2ccccc21	1	·
COc1cccc(C2=N/C(=C/c3cccc(Cl)c3Cl)C(=O)O2)c1	3	-1
CCOC(=O)N(c1ccccc1)c1ccccc1	·	-5&-3
Cc1ccc(CNC(=O)c2ccc3ncnc(N4CCCC4)c3c2)o1	17	6
O=C(NCCNC(=O)c1ccc(F)cc1F)c1ccc(NC(=O)C2CC2)cc1	-1	2
COc1ccc(N2CCn3c2nn(CC(=O)NCc2ccco2)c(=O)c3=O)cc1	-16	-6
Cc1ccc(NC(=O)CN2CCOCC2)c(C(=O)c2ccccc2)c1	3	-8
CN1C(=O)NC(c2ccc(F)cc2)C2=C1CN(C1CC1)C2=O (stereo not drawn)	-3	-1
Cc1[nH]c2ccccc2c1C(Nc1ccccc1F)c1ccccn1 (stereo not drawn)	24	-13
Cc1ccccc1-c1nnc(NC(=O)c2ccccc2Cl)s1	6	1
O=c1[nH]cnc2scc(-c3cccc([N+](=O)[O-])c3)c12	23	10
COc1ccc(C2CC(C(F)(F)F)n3nc(C(=O)N4CCOCC4)c(Cl)c3N2)cc1OC (stereo not drawn)	8	4
Cn1cccc1Cc1nnc(SCC(=O)Nc2ccc([N+](=O)[O-])cc2)n1C	18	5
COCCN1C(=O)c2ccccc2C(C(=O)Nc2ccc(F)cc2)C1c1ccc(F)cc1 (stereo not drawn)	1	5
O=C(Cn1cnc(-c2ccc(F)cc2)cc1=O)N1CCc2ccccc2C1	-16	-2
CCc1ccn2cc(-c3ccc4c(c3)OCO4)nc2c1	·	3
O=C(Nc1ccc(Cl)cc1)N1CCN(c2ncccc2C(F)(F)F)CC1	·	1
CS(=O)(=O)N1CCCc2ccc(NS(=O)(=O)c3ccccc3Cl)cc21	-7	3
COc1ccc(-c2sc3cc(OC)ccc3c2-c2ccc(OCCN3CCCCC3)cc2)cc1	27	-8
CCC(=O)N1CCc2c(C(=O)N3CCC(C)CC3)cccc21	-6	0
O=C(CSc1nnc(-c2ccco2)n1-c1ccccc1)Nc1nccs1	2	-8
O=C(C#Cc1ccccc1)Nc1ccc(Cl)cc1	-8	-5
Cc1ccc(C2=CC(c3c(F)cccc3Cl)n3ncnc3N2)cc1 (stereo not drawn)	10	-7
COc1ccccc1CNc1ccc([N+](=O)[O-])cc1C	13	-6
N#Cc1c(Cl)c(Cl)c(Cl)c(Cl)c1C#N	·	-6
CN(CCCNC(=O)CC1CCN(S(=O)(=O)c2cccs2)CC1)C1CCCCC1	2	1
CCOc1ccccc1NC(=O)c1cc2ccccc2oc1=O	2	-1
COc1ccc(S(=O)(=O)CCC(=O)Nc2ccccc2F)cc1	-9	0
CSc1nnc2c(n1)OC(c1ccc(Cl)cc1)N(C(C)=O)c1ccccc1-2 (stereo not drawn)	54*	7
O=C(CCCN1C(=O)c2ccccc2C1=O)Nc1ccc(S(=O)(=O)Nc2nccs2)cc1	10	1
COC(=O)c1cnc(Sc2n[nH]c(=O)n2-c2ccc(Cl)cc2)c([N+](=O)[O-])c1	·	-5
COc1ccc(Cl)cc1NC(=O)c1cnc(N2CCN(c3ncccn3)CC2)c2ccccc12	-20	0
O=C(NCCC1=CCCCC1)C1CCN(c2cc(N3CCCC3)ncn2)CC1	7	-1
COCCCNC(=O)c1oc2ccc(S(=O)(=O)N3CCOCC3)cc2c1C	1	-4
Cc1ccc(CNC(=O)c2cc3n(n2)CCCN(Cc2ccccc2)C3=O)cc1	-5	-1
CCOc1ccc(CCNC(=O)CN2C(=O)C(CC)Oc3ccc(C)cc32)cc1OCC (stereo not drawn)	22	-3
O=C(NCc1ccccc1C(F)(F)F)c1cn2ccccc2n1	1	-3
Cc1oc(-c2cccs2)nc1CN1CCCC(C(=O)NCc2ccccc2Cl)C1 (stereo not drawn)	39	-1
O=C(COc1ccccc1)Nc1c2c(nn1-c1ccc(F)cc1)CSC2	20	-3
O=[N+]([O-])c1ccc(S(=O)(=O)NCc2ccco2)cc1	0	-4
CCCN1C(=O)Cc2ccccc2C1C(=O)NCc1cccc(OC)c1OC (stereo not drawn)	5	-3
Brc1ccc(CN2CCc3nc(Nc4ccc5c(c4)OCO5)ncc3C2)s1	12	2
COc1ccc(-c2cc3nc(C)cc(Nc4ccc(C(N)=O)cc4)n3n2)cc1OC	22	12
CC(=O)Nc1ccc(C(=O)NCc2cccc(C)c2)c(N2CCOCC2)c1	-1	-3
O=C(NC1CC1)c1ccccc1OCC1CCN(C(=O)C2CCCC2)CC1	2	35
CCCc1nnc(NC(=O)Nc2ccc(F)cc2)s1	0	-4
Cc1cc(C2CC(=O)Nc3ccccc3S2)c(C)s1 (stereo not drawn)	·	-1

4 records drawn at random from the list so far, as already listed:
SMILES	mHTT-CaM PPI inh	Pf apPOL inh
O=[N+]([O-])c1ccc(S(=O)(=O)NCc2ccco2)cc1	0	-4
COc1ccc(-c2cc3nc(C)cc(Nc4ccc(C(N)=O)cc4)n3n2)cc1OC	22	12
CCCN1C(=O)Cc2ccccc2C1C(=O)NCc1cccc(OC)c1OC (stereo not drawn)	5	-3
Cc1ccc(CNC(=O)c2cc3n(n2)CCCN(Cc2ccccc2)C3=O)cc1	-5	-1

Further records.
SMILES	mHTT-CaM PPI inh	Pf apPOL inh
COc1ccc(-n2nc(C(=O)N3CCC(C)CC3)c3ccccc3c2=O)cc1	-2	-5
CC(C)(C)C(=O)N1CCCC1c1nc2cc(-c3ccccc3)ccc2o1 (stereo not drawn)	15	1
Cc1ccc(C(=O)O)cc1NC(=O)CCCC(=O)O	-2	-2
NC(N)=N/N=C/c1c(Cl)cccc1Cl	·	-8
CN(C)C(=O)c1cc2c(s1)CCC(C(=O)NCCc1nc3ccccc3n1C)C2 (stereo not drawn)	-1	-7
CCOC(=O)c1ccc(Oc2coc3c(CN4CCCCC4)c(O)ccc3c2=O)cc1	-1	-4
CS(=O)(=O)N1CCC(C(=O)Nc2nc(-c3ccc4c(c3)CCCC4)cs2)CC1	2	-4
CCOc1ccc(C2CC(c3ccccc3OC(F)F)n3ncnc3N2)cc1Cl (stereo not drawn)	24	-2
Cc1cc(-c2nnc(C(F)(F)F)o2)ccc1-n1cccc1	·	0
Cc1cc(-c2nc(C)c(C(=O)NNS(=O)(=O)c3ccc(Cl)cc3Cl)s2)no1	·	2
O=C(O)CC(O)CNC(=O)c1ccccc1 (stereo not drawn)	·	0
CC12CCC(C(=O)N(c3cccc(O)c3)C1=O)C2(C)C (stereo not drawn)	17&21	2&0
O=C(Nc1ccc(N2CCCN(C(=O)C3CC3)CC2)nc1)c1ccccc1Cl	-3	-6
CCCc1nc2c(c(=O)n1CC(=O)Nc1cccc(C)c1C)CCN(Cc1ccccc1)C2	0	9
CCOc1cc(C(=O)Nc2cc(Cl)c(OC)cc2OC)cc(OCC)c1OCC	2	-1
Cc1noc(C2CN(C(=O)CC3CCCCC3)CC23CCOCC3)n1 (stereo not drawn)	-6	0
Nc1c(S(=O)(=O)c2ccccc2)nnn1-c1ccc(OC(F)(F)F)cc1	1	6
CCC(=O)NCc1csc(C2CCCN(S(=O)(=O)c3cccc4cccnc34)C2)n1 (stereo not drawn)	6	-1
Oc1ccc(Nc2nc(-c3ccccc3)cs2)cc1	79*	-8
COc1ccc(Cl)cc1Nc1nnc(C(C)(C)C)c(=O)[nH]1	-3	5
N#CC1=C(N)Oc2n[nH]c(-c3ccc(F)cc3)c2C1c1ccc2c(c1)OCO2 (stereo not drawn)	14	-6
COc1ccc(NC(=O)c2cnc3n(c2=O)CCS3)c(OC)c1	3	-1
Cc1cc(O)c(CN2CCCCC2C)c2c1C(=O)C(=Cc1ccncc1)O2 (stereo not drawn)	6	-14
CCCCSc1nnc2c3ccccc3n(C)c2n1	6	-2
COc1ccc(C(=O)N2CCN=C2N2CCN(c3ccc(F)cc3)CC2)cc1	12	2
O=C(NCCn1nc(-c2ccco2)ccc1=O)C(=O)Nc1nccs1	-4	9
CCOc1cccc(S(=O)(=O)N=C2C=C(C(C)(C)C)C(=O)C(C(C)(C)C)=C2)c1	8	-3
Cc1nnc(SCC(=O)Nc2ccc(Cl)c(Cl)c2)c2ccccc12	-2	0
c1cncc(-c2noc(-c3ccc(-c4nc(-c5cccnc5)no4)cc3)n2)c1	-4	·
CC(=O)N1CCN(c2nc3c(s2)CC(C(=O)NCc2ccco2)CC3)CC1 (stereo not drawn)	7	1
O=C(Nc1ccc(Cl)cc1)O/N=C(/c1ccc(Cl)cc1)N1CCOCC1	i	-3
CSc1ccccc1Sc1cc(C(=O)NCc2ccco2)c2ccccc2n1	9	-24
Cc1cc(C)n(-c2ccc(=O)n(CCNC(=O)C3CC(=O)N(c4ccc(C)c(C)c4)C3)n2)n1 (stereo not drawn)	-15	-3
O=C1OC(c2cccc([N+](=O)[O-])c2)=N/C1=C/c1cccc(C(F)(F)F)c1	8	1
O=C(O)CCc1ccc(-c2cccs2)n1CC(=O)O	4	-14
Cc1ccc(NC(=O)Cn2c(C)nc3c(c2=O)CCN(Cc2ccccc2)C3)cc1F	18	-6

Compounds listed so far containing an aryl methoxy group, in the order listed:
SMILES	mHTT-CaM PPI inh	Pf apPOL inh
COc1ccc(C(=O)N(O)c2ccccc2)cc1	·	3
COc1cccc(CNC(=O)c2ccc3c(c2)NC(=O)C(N2CCCC2)S3)c1 (stereo not drawn)	13	-13
COc1cccc(C2=N/C(=C/c3cccc(Cl)c3Cl)C(=O)O2)c1	3	-1
COc1ccc(N2CCn3c2nn(CC(=O)NCc2ccco2)c(=O)c3=O)cc1	-16	-6
COc1ccc(C2CC(C(F)(F)F)n3nc(C(=O)N4CCOCC4)c(Cl)c3N2)cc1OC (stereo not drawn)	8	4
COc1ccc(-c2sc3cc(OC)ccc3c2-c2ccc(OCCN3CCCCC3)cc2)cc1	27	-8
COc1ccccc1CNc1ccc([N+](=O)[O-])cc1C	13	-6
COc1ccc(S(=O)(=O)CCC(=O)Nc2ccccc2F)cc1	-9	0
COc1ccc(Cl)cc1NC(=O)c1cnc(N2CCN(c3ncccn3)CC2)c2ccccc12	-20	0
CCCN1C(=O)Cc2ccccc2C1C(=O)NCc1cccc(OC)c1OC (stereo not drawn)	5	-3
COc1ccc(-c2cc3nc(C)cc(Nc4ccc(C(N)=O)cc4)n3n2)cc1OC	22	12
COc1ccc(-n2nc(C(=O)N3CCC(C)CC3)c3ccccc3c2=O)cc1	-2	-5
CCOc1cc(C(=O)Nc2cc(Cl)c(OC)cc2OC)cc(OCC)c1OCC	2	-1
COc1ccc(Cl)cc1Nc1nnc(C(C)(C)C)c(=O)[nH]1	-3	5
COc1ccc(NC(=O)c2cnc3n(c2=O)CCS3)c(OC)c1	3	-1
COc1ccc(C(=O)N2CCN=C2N2CCN(c3ccc(F)cc3)CC2)cc1	12	2
